Assay outcomes deposited in PubChem BioAssay by National Center for Advancing Translational Sciences (NCATS).
EPAC2 antagonist: qHTS for Antagonist of cAMP-regulated guanine nucleotide exchange factor 2 (EPAC2): primary screen; EPAC2 GEF exchange of Rap1B-BODIPY-GDP, fluorescence; Potency, µM (highest dose often 114 µM), for the others: at the highest dose activity, negative = inhibition, actives largely listed as inhibitors; hit rate 0.18% among 360,000; AID 720708, 2013; further: potency means the concentration at half of the fitted maximal effect; on the % scale 0 is the no-effect control and ±100 the full control effect; nearly all actives have a fitted effect of over 45% in size; many of its hits are not listed in these tables
Mm-Cpn inhibitor: Inhibitors of TCP-1 ring complex (TRiC) of Methanococcus maripaludis (MmCpn): qHTS; hit rate 0.031% among 330,000; purified Mm-Cpn ATPase, ADP Transcreener TR-FRET; Potency, µM (titrated, usually from 76.9 µM), without a hit: at the highest dose activity, negative = inhibition, most hits filed as inhibitors; AID 504842, 2011; Chaperonin Mm-Cpn (Methanococcus maripaludis); further: potency means the concentration at half of the fitted maximal effect; on the % scale 0 is the no-effect control and ±100 the full control effect; nearly all actives have a fitted effect of over 80% in size
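Measured: ADP formation by purified Mm-CPN. Conditions: 25 nM protein, 10 uM ATP, Tris pH 7.4 with Mg2+, K+ and DTT, 37°C for 30 min. Detection: Transcreener HTRF after 30 min at room temperature.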
PI5P4Ka inh: qHTS for Inhibitors of phosphatidylinositol 5-phosphate 4-kinase (PI5P4K) | Phosphatidylinositol 5-phosphate 4-kinase type-2 alpha (Homo sapiens), P48426 | PI5P4Kalpha enzyme, ADP-Glo luminescence, 60 min; hits give low values | max response, % | hit rate 1.2% among 330,000 | AID 652105, 2013; active means max response of -50% or lower; inconclusive means between -30% and -50%; inactive means -30% or higher; further: value at the top dose of about 77 µM; on the % scale 0 is the no-effect control and ±100 the full control effect
Target sequence (P48426 whole entry, looked up): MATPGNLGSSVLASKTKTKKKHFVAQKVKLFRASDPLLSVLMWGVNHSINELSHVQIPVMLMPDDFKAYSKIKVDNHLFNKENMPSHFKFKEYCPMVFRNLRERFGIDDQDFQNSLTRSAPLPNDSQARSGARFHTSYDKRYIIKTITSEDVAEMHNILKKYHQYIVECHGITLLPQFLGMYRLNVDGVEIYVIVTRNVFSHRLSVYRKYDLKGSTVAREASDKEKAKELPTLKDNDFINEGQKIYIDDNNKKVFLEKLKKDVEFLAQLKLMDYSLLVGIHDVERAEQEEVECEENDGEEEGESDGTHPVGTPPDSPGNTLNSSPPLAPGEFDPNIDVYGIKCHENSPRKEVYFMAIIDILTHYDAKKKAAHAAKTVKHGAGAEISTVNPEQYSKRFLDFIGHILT
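Compounds were pin-transferred onto PI5P4Kalpha and substrate in HEPES pH 7.4 buffer with EGTA, CHAPS and 5% DMSO. ATP (5 microM final) started the reaction, which ran 60 minutes at room temperature before ADP-Glo detection.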
CCT chaperon mod: High-Throughput Screening for Modulators of Cytosolic Chaperonin Activity | purified chaperonin ATPase assay, HTRF ADP detection, 30 min | activity change, % (concentration not given with the values), hits read low | hit rate 0.3% among 360,000 | AID 651819, 2012; in the data active means activity change below about -30%; further: on the % scale 0 is the no-effect control and ±100 the full control effect
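TRiC at 40 or 20 nM final (batch-dependent) in 30 mM Tris pH 7.4, 100 mM KCl, 5 mM MgCl2, 1 mM DTT, with compound at single 76 uM and 10 uM ATP, 30 min at 37 deg C. ADP detected by HTRF Transcreener, 665/615 ratio.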
WRN inhibitor: qHTS for Inhibitors of WRN Helicase | AID 651768, 2012 | WRN helicase unwinding, fluorescent forked duplex, kinetic | hit rate 0.46% among 360,000 | Potency, µM (series often up to 114 µM), inactives show at the top dose activity change, negative = inhibition, usual class: inhibitors | Bifunctional 3'-5' exonuclease/ATP-dependent helicase WRN (Homo sapiens), Q14191; further: potency means the concentration at half of the fitted maximal effect; on the % scale 0 is the no-effect control and ±100 the full control effect; nearly all actives have a fitted effect of over 55% in size
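Fluorescence dequenching readout, ex 525 nm/em 598 nm, kinetic mode: forked duplex DNA (100 nM final) with adjacent fluorophore and quencher unwound by WRN (20 nM final) with 2 mM ATP. Compound preincubation 15 min, room temperature.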
EPAC1 agonist: qHTS for Agonist of cAMP-regulated guanine nucleotide exchange factor 3 (EPAC1): primary screen | Rap guanine nucleotide exchange factor 3 (Homo sapiens), O95398 | EPAC1 agonist qHTS, biochemical assay; response scale: 100% = response to 6.5 mM cAMP | Potency, µM (highest dose often 154 µM), for inactives: at the highest dose activation, usual class: activators | hit rate 0.073% among 360,000 | AID 720707, 2013; further: potency means the concentration at half of the fitted maximal effect; nearly all actives have a fitted effect of over 60% in size
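EPAC1 100 nM, Rap1B–BODIPY-GDP 250 nM, unlabeled GDP 50 uM; compound titration; 5 min RT; kinetic read ex480/em540 at 5-min intervals ×30 min; data normalized to 6.5 mM cAMP agonist control.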
PLK1 PBD inh: qHTS for Inhibitors of PLK1-PDB (polo-like kinase 1 - polo-box domain): Primary Screen | Serine/threonine-protein kinase PLK1 (Homo sapiens), P53350 | Plk1 PBD binding of FITC phosphopeptide, fluorescence polarization | Potency, µM, inactives show max response, negative = inhibition, most hits filed as inhibitors | hit rate 2.8% among 360,000; further: potency means the concentration at half of the fitted maximal effect; series mostly up to about 57 µM; on the % scale 0 is the no-effect control and ±100 the full control effect; nearly all actives have a fitted effect of over 65% in size
Target sequence (P53350 whole entry, looked up, the tested form may be a part): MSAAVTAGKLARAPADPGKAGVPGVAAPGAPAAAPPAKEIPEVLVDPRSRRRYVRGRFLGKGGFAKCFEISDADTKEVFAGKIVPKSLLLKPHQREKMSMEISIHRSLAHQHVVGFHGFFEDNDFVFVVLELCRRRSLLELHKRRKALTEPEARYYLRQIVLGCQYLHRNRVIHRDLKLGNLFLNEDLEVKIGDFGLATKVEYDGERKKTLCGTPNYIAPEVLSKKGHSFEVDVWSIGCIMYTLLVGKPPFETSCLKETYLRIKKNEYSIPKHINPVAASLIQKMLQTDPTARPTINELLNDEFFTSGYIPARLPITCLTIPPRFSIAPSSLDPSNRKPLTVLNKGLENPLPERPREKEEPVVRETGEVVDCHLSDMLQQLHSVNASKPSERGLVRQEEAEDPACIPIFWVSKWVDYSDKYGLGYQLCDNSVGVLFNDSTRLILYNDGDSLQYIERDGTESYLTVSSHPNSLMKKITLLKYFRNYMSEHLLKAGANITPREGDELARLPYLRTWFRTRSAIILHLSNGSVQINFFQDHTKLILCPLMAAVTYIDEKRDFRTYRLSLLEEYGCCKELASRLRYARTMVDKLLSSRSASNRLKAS
EPAC1 antagonist: qHTS for Antagonist of cAMP-regulated guanine nucleotide exchange factor 3 (EPAC1): primary screen | Rap guanine nucleotide exchange factor 3 (Homo sapiens), O95398 | EPAC1 GEF assay, Rap1b-BODIPY-GDP exchange fluorescence | Potency, µM (doses to about 115 µM), for inactives: at the highest dose activity change, negative = inhibition, usual class: inhibitors | hit rate 0.14% among 360,000;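 further: potency means the concentration at half of the fitted maximal effect; plate controls were vehicle for no effect and positive control for full effect; nearly all actives have a fitted effect of over 50% in size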
Numbers without * were called inactive; ? = inconclusive; . = no result given; [ ] = another dose, or the depositor's remark. Unless noted, the call rests on the fitted dose curve; in most records, active means well fitted curve in the direction sought with a large enough effect; inconclusive means small, poorly fitted or top-dose-only effect, or another doubt; inactive means no such curve, though single readings can be large; an effect the other way counts as inactive or inconclusive. An excerpt; count on the stated rates, not on these rows.

The line under a structure holds: EPAC2 antagonist, Mm-Cpn inhibitor, PI5P4Ka inh, CCT chaperon mod, WRN inhibitor, EPAC1 agonist, PLK1 PBD inh, EPAC1 antagonist
> O=C(c1ccco1)N1CCN(C(=O)C2CC(=O)N(c3ccc(Cl)cc3)C2)CC1 (stereo not given)
  4%, 2%, 1, -1.5, 7%, -2%, -10%, 0%
> O=C1COc2ccc(-c3csc(NCCc4ccccc4)n3)cc2N1
  1%, -18%, -1, -1.3, -6%, -2%, -23%, -23%
> COC(=O)C1=C(C)N(C)C(=S)NC1c1ccc(Cl)cc1 (stereo not given)
  -9%, 1%, -1, -1.2, -11%, -1%, 0%, -4%
> COc1ccc(NC(=O)c2sc(NC(=O)C3CC3)nc2C)cc1
  0%, -1%, -2, -0.6, 10%, 9%, -10%, 2%
> COc1ccc(NC(=O)C2CCCN2S(=O)(=O)c2ccc3c(c2)CC(C)N3C(C)=O)cc1OC (stereo not given)
  2%, 1%, -5, -1.5, 2%, -13%, 4%, -7%
> CC(=O)Nc1ccc(C(=O)NN2C(=O)NC3(CCCCC3)C2=O)cc1
  -5%, 0%, 13, -0.9, -8%, 0%, 0%, -6%
> Cc1cc(NC(=O)CSc2nnc(CNc3ccc(F)cc3)n2C2CCCCC2)no1
  5%, 1%, ., -1.0, 10%, -8%, -5%, 12%
> Cc1nc2c(-c3ccccc3)c(C)[nH]n2c(=O)c1Cl
  0%, 0%, 5, -0.4, -21%, 7%, -5%, -1%
> Cc1ccccc1CN1C(=O)c2ccccc2Sc2ccc(C(=O)O)cc21
  -2%, 1%, -13, -2.3, -2%, 3%, -2%, 0%
> COc1cccc(-c2csc(N3CCN(C(=S)Nc4cccc(Cl)c4)CC3)n2)c1
  5%, ?, ., 0.2, -15%, 17%, -1%, 5%
> CC(C)c1nc2cc(C(=O)N(C)Cc3ccc(F)cc3)ccc2o1
  1%, 0%, -3, -0.2, -15%, 3%, 0%, -8%
> CN(C)c1ccc(N2CC(C)(C)C2=O)cc1
  11%, -7%, -18, -0.3, 4%, -4%, -3%, -1%
> CC(C)c1ccc(C(C(=O)NC2CCCC2)N(C(=O)c2csnn2)C2CC2)cc1 (stereo not given)
  -5%, -2%, -6, -0.1, 1%, -2%, -4%, -2%
> Cc1cccc([N+](=O)[O-])c1NC(=O)CSc1nnc2ccccn12
  19%, -3%, 0, 0.9, 8%, -6%, -4%, -6%
> CC(=O)c1ccc(S(=O)(=O)N2CCN(CC(=O)Nc3ccnn3C3CCCC3)CC2)cc1
  2%, ., -1, 0.9, -7%, 11%, -6%, 0%
> COc1ccc(N2CC(C(=O)Nc3ccc(S(=O)(=O)N4CCCC4)cc3)CC2=O)cc1 (stereo not given)
  -10%, -2%, -5, -1.0, -4%, 13%, 3%, -14%
> O=C(NCc1ccccc1)C1=C[C@H](C2CCCCC2)C[C@H](OCCCCO)O1
  -9%, ., -4, 0.2, -9%, -1%, -8%, -16%
> NC1=NC(c2ccc([N+](=O)[O-])cc2)N(c2ccc(F)cc2)C(N)=N1 (stereo not given)
  6%, ., 3, 1.5, 1%, 10%, -12%, 5%
> Cc1ccc(C(=O)CC2SC(N)=NC2=O)cc1 (stereo not given)
  2%, -4%, ., -9.2, -1%, 5%, -11%, 13%
> O=C(Nc1ccccc1)c1cnc2ccccc2n1
  3%, 0%, -3, -0.7, 2%, -5%, -2%, 3%
> COCCCNC(=O)c1ccc2c(=O)n(Cc3ccc(Cl)cc3)c(=S)[nH]c2c1
  -9%, 1%, -2, 0.9, -3%, 7%, -8%, -19%
> O=S(c1ccccc1)c1ccccc1
  -4%, ., 1, -1.6, -16%, 2%, -22%, -10%
> Cc1ccc2cc3c(NC(=O)C(C)C)nn(C)c3nc2c1
  -4%, -5%, -7, 0.4, -6%, -19%, -12%, -10%
> CCn1nc(C)c(CN2CCN(Cc3cccc(OC)c3)C(CCO)C2)c1C (stereo not given)
  2%, -2%, 1, 1.4, 2%, -20%, -11%, -12%
> O=S1(=O)C=C(SCc2ccccc2)Nc2ccccc21
  -1%, 1%, -8, -0.7, -24%[57.1 µM], 5%, -7%, 4%
> Cc1nc(-c2cc(-c3ccc(Cl)cc3)no2)cs1
  6%, 1%, 1, -2.3, 1%, -4%, 2%, 10%
> O=C(CCn1cncn1)N1CCN(S(=O)(=O)c2ccc(Cl)cc2)CC1
  -5%, 0%, 1, -0.7, -1%, 1%, 0%, -2%
> C[N+](C)(C)CCCCCCC(=O)/C=N/O
  4%, 1%, -1, -1.6, 1%, 17%, -10%, -27%
> O=C(NCCOc1ccccc1F)c1cc([N+](=O)[O-])ccc1N1CCOCC1
  1%, 3%, 2, 1.6, -6%, 8%, -5%, -10%
> CN(C(=O)C1CCCO1)c1nnc(-c2cnccn2)s1 (stereo not given)
  0%, 0%, -3, -13, -3%, -3%, -4%, 0%
> COC(=O)c1ccc(CN2C(=O)C(C)N(C(=O)c3c(F)cccc3F)c3ccccc32)cc1 (stereo not given)
  -8%, 0%, -8, 0.0, -3%, 5%, 7%, -9%
> Cc1ccc(N2CC(C(=O)N3CCN(c4ccccn4)CC3)CC2=O)cc1 (stereo not given)
  8%, ., -8, -5.9, -5%[11.6 µM], -7%, -7%, -6%
> Cc1cc(/C=C(/C#N)C(=O)Nc2ccc(Cl)cc2)c(C)n1-c1cccnc1
  -2%, -1%, 9, -1.7, -18%, 2%, -4%, 2%
> CC(C)(C)C(=O)Nc1nnc(SCC(=O)NC2CCCC2)s1
  5%, 5%, 2, -3.4, -27%, -1%, -3%, 4%
> CCC(=O)Nc1c(C#N)c2nc3ccccc3nc2n1-c1ccccc1C
  5%, -5%, 0, -0.5, 3%, 0%, -7%, -26%
> CCOc1cccc(/C=N/NC(=O)c2ccc3c(c2)OCCO3)c1O
  2%, -2%, -2, -3.8, 9%, -15%, ?, ?
> COc1cccc(NC(=O)COC(=O)Cc2ccccc2[N+](=O)[O-])c1
  -3%, -1%, -6, -0.5, -7%, 8%, 2%, -4%
> O=C(O)C(=Cc1cc2c(cc1[N+](=O)[O-])OCO2)c1cc2c(cc1Br)OCO2
  -4%, ., -5, -2.3, -14%, 2%, -18%, -2%
> CCCCCCCCS(=O)C1CS(=O)(=O)CC1O (stereo not given)
  -6%, 2%, 3, -1.3, 0%, 4%, -30%, 2%
> CNC(=S)Nc1sc2c(c1C(=O)OC)CCC2
  -10%, -7%, 2, 0.5, -3%, 2%, -20%, 3%
> CS(=O)(=O)c1ccc(C(=O)OCC(=O)NNC(=O)COc2ccc(Cl)cc2)cc1
  1%, -3%, -9, -1.1, -5%[11.6 µM], -3%, -2%, 11%
> CCOC(=O)C[C@H]1c2ccc(C(F)(F)F)cc2S(=O)(=O)N1C(C)(C)C
  8%, ., 3, -2.3, 2%, -16%, -7%, -6%
> CC(NCC(O)COc1ccc2ccccc2c1)c1ccccc1 (stereo not given)
  -5%, -3%, -11, 2.6, 3%[57.1 µM], 4%, -2%, -14%
> COc1ccc(NC(=O)c2cc(C3CCCCN3S(=O)(=O)c3c(C)noc3C)on2)c(C)c1 (stereo not given)
  12%, ., -3, 1.0, -3%, -5%, -4%, -7%
> CCN1CCCc2cc(CN(CCN3CCOCC3)C(=S)Nc3cccc(C)c3)ccc21
  -2%, -1%, -5, -0.7, -2%, 8%, -8%, -5%
> COc1cccc(/C=C(/C(=O)OCC(=O)NCC2CCCO2)c2ccccc2)c1 (stereo not given)
  6%, 3%, 0, 3.8, 10%, -2%, 2%, 3%
> Cn1c(Cc2nc3ccccc3n2C)nc2ccccc21
  -6%, 2%, -3, -0.9, -2%, 0%, -5%, -25%
> CCC(C)(C)NC(=O)C(OC(=O)c1cc2sccc2n1C)c1ccc(OC)cc1 (stereo not given)
  5%, -1%, ., -5.2, 2%, 1%, 0%, 4%
> CCCC(C)NC(=O)C1c2ccccc2Oc2ccccc21 (stereo not given)
  2%, 2%, 2, 0.5, -9%, 5%, 4%, 3%
> CCc1ccc(C(=O)C(C)OC(=O)Cn2cnc3c2c(=O)n(C)c(=O)n3C)cc1 (stereo not given)
  -4%, 2%, 6, -0.4, -22%, 6%, 2%, -15%

(cont.)
The line under a structure holds: EPAC2 antagonist, Mm-Cpn inhibitor, PI5P4Ka inh, CCT chaperon mod, WRN inhibitor, EPAC1 agonist, PLK1 PBD inh, EPAC1 antagonist
> CCN(CC)C(=O)Cn1c(=O)n(C)c2ccccc21
  -1%, 1%, -1, 0.8, 2%, 0%, -2%, -18%
> CCC1(C)CC2(CCCN(CCC(=O)c3ccccc3)C2)CCO1 (stereo not given)
  4%, 2%, 2, -1.0, -10%, 7%, ?, -14%
> COc1ccc(S(=O)(=O)N(C)C[C@@H]2OCCCC[C@@H](C)Oc3ccc(NC(=O)NC(C)C)cc3C(=O)N([C@H](C)CO)C[C@@H]2C)cc1
  -17%, ., -2, -1.5, 3%, -12%, -23%, -12%
> Cc1nc(N)nc(N(C)c2ccccc2)c1Br
  3%, ., 4, -2.2, 1%, 1%, 1%, -17%
> CC(C)(C)NC(=S)N1CCC2CC1c1cc(-c3ccc4c(c3)OCO4)ccc12 (stereo not given)
  1%, ., 6, 1.1, 7%, 2%, -8%, -28%
> COc1ccc(NS(=O)(=O)c2ccc(NS(=O)(=O)c3cccs3)cc2)cc1
  -2%, ?, 1, -0.6, 1%, 3%, 1%, -20%
> Cc1sc2nc(CSC(C)C(=O)N3CCOCC3)[nH]c(=O)c2c1C (stereo not given)
  -7%, 2%, -2, -0.1, 7%, 9%, -6%, 17%
> COC1=CC(=O)C[C@@H](C)[C@]12Oc1c(Cl)c(OC)cc(OC)c1C2=O
  -12%, 0%, -1, -1.7, 2%, -12%, -14%, -9%
> CC(=O)Nc1nn(CC(C)C)c2nc3ccc(C)cc3cc12
  8%, ., -9, 0.6, 7%, -8%, -3%, -1%
